Screens as filed in PubChem BioAssay.
PAFAH1B3 FP inh: PAFAH1B3 (human) inhibition; 0.28% of 340,000 active; recombinant PAFAH1B3, FP-rhodamine probe, fluorescence polarization; Q15102; inhibition, % at 3.39 µM;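 active = inhibition above the screen-wide average of all tested compounds plus 3 SD, cut at about 25% in these data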;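 also: 0% = enzyme with DMSO only and 100% = wells lacking PAFAH1B3 protein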
PAD4 inh: PAD4 (human) enzyme inhibition. recombinant PAD4, RCA probe fluorescence polarization. inhibition, % at 6.36 µM. 0.41% of 330,000 active;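 active = percent inhibition above a cutoff equal to the mean of all tested compounds plus 3 SD, cut at about 15% in these data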;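 also: 0% = PAD4 with RCA probe and DMSO and 100% = probe without PAD4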
LYPLA1 inh: counter-screen for PME1 inhibitors: inhibitors of human LYPLA1; O75608; recombinant LYPLA1, FP-Rh probe fluorescence polarization; inhibition, % at 5.9 µM; 0.16% of 320,000 active; AID 2174;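 active = inhibition above the mean of all tested compounds plus 3 SD, set per campaign, cut at about 14% in these data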;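 also: inhibitors block serine hydrolase probe labeling of LYPLA1 so polarization falls; 0% = enzyme with DMSO and 100% = wells lacking LYPLA1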
pPAFAH inh: pPAFAH (human) enzyme inhibition | recombinant pPAFAH, FP-rhodamine probe fluorescence polarization | inhibition, % at 3.39 µM | 1.5% of 330,000 active;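 active = inhibition above the mean inhibition across the screen plus 3 SD, cut at about 25% in these data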;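 also: inhibitors block binding of the rhodamine activity-based probe so polarization drops; 0% = enzyme with DMSO and 100% = wells lacking pPAFAH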
Target sequence (Q13093 whole entry, looked up): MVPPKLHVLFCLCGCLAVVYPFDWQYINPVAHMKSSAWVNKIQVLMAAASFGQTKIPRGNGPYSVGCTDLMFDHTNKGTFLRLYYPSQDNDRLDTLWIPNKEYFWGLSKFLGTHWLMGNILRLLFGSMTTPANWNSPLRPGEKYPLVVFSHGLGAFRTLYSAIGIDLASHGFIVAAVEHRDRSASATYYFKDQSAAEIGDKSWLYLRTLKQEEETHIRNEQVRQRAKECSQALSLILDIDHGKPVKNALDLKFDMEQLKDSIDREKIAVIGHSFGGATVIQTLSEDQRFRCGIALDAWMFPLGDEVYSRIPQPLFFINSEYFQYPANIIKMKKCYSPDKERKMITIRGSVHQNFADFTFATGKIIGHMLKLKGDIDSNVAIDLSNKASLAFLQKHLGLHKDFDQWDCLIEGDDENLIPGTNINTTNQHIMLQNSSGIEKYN
GSTO1 counter: counter-screen for RBBP9 inhibitors: inhibitors of human GSTO1. P78417. recombinant GSTO1, activity-based probe fluorescence polarization. inhibition, % at 5.96 µM. 1.1% of 300,000 active. AID 1974;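 active = inhibition above the campaign mean inhibition plus 3 SD, cut at about 35% in these data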;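 also: 0% = GSTO1-1 with DMSO and 100% = wells lacking GSTO1-1 enzyme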
Target sequence (P78417 whole entry, looked up): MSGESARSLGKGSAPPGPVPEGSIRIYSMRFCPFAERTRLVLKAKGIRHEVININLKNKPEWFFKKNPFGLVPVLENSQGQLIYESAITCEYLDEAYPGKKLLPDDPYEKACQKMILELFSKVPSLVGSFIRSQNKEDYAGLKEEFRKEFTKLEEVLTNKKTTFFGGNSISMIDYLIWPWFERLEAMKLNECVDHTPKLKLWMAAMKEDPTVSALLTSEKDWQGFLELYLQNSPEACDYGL
PAFAH2 inh: inhibitors of human PAFAH2; inhibition, % at 3.39 µM; recombinant PAFAH2, FP-rhodamine activity probe, fluorescence polarization; Q99487; AID 492956; 0.99% of 340,000 active;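 active = inhibition above the mean over all tested compounds plus 3 SD, cut at about 30% in these data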;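 also: inhibitors block probe labeling of enzyme so polarization drops; 0% = enzyme with DMSO and 100% = wells lacking PAFAH2 protein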
PME-1 inh: blocks human protein phosphatase methylesterase 1; inhibition, % at 5.9 µM; recombinant PME-1, FP-Rh probe fluorescence polarization; 0.53% of 320,000 active;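 active = inhibition above the campaign mean of all compounds plus 3 SD, cut at about 26% in these data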;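 also: competitive labeling of PME-1 active site by serine hydrolase directed probe; 0% = PME-1 with DMSO and 100% = wells lacking PME-1 enzyme; inhibitors block probe labeling so polarization falls and inhibition rises; many of its hits are not listed in these tables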
Target sequence (Q9Y570 whole entry, looked up): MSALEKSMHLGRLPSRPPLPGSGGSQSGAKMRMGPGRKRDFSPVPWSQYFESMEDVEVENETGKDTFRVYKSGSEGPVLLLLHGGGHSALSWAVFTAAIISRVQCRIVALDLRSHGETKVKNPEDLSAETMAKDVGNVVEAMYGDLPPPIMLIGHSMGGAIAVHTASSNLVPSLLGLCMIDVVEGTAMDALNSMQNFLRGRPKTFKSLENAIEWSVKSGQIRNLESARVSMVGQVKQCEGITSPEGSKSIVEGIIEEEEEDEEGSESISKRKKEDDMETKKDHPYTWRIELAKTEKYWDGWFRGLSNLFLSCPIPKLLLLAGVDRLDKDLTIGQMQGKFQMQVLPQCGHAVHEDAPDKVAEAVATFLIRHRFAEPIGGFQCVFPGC
Fam108B counter: Fam108B inhibition, counter-screen for RBBP9 inhibitors | recombinant Fam108B, FP-Rh probe fluorescence polarization | inhibition, % at 9.51 µM | 0.33% of 300,000 active | AID 1947;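 active = inhibition above the screen mean inhibition plus 3 SD, computed separately per campaign, cut at about 18% in these data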;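 also: inhibitors lower polarization as less probe binds the enzyme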
PAFAH1B2 inh: inhibitors of human PAFAH1B2 | P68402 | recombinant PAFAH1B2, FP-rhodamine activity probe, fluorescence polarization | inhibition, % at 3.39 µM | 1.2% of 340,000 active | AID 492953;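 active = inhibition above the mean of all tested compounds plus 3 SD, cut at about 24% in these data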;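 also: 0% = enzyme with DMSO and 100% = wells lacking PAFAH1B2; many of its hits are not listed in these tables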
* = called active by the depositor; / = no result given. Some of the compounds tested; the hit share may differ from the screen's.

Values run as follows: PAFAH1B3 FP inh	PAD4 inh	LYPLA1 inh	pPAFAH inh	GSTO1 counter	PAFAH2 inh	PME-1 inh	Fam108B counter	PAFAH1B2 inh
CN1CCC(N(C)S(=O)(=O)c2ccc(NC(=O)Cc3ccc(F)cc3)cc2)CC1
    2	3	2	-1	/	6	0	/	-4
O=C(N/C(=C/c1cccnc1)C(=O)N1CCOCC1)c1ccco1
    6	-1	3	8	2	-5	2	1	-3
C[N+]1(C2CCC3CCCC2C3O)CCCCC1 (centres undefined)
    4	1	0	2	2	-1	2	0	-1
O=C(Cc1ccccc1)NC(=S)Nc1ccc2oc(-c3ccccc3)nc2c1
    /	-3	-5	-3	-1	/	-4	-1	/
CC(=O)Nc1ccc(N(C(=O)c2ccco2)C(C(=O)NC2CCCC2)c2ccc(N(C)C)cc2)cc1 (centres undefined)
    10	4	2	3	6	-3	-1	-2	3
O=C(COc1ccc(Cl)cc1)NNC(=O)c1ccncc1
    1	2	-1	-2	/	5	-3	/	7
COCCNC(=O)CNC(c1ccccc1)c1ccccc1
    /	0	-2	-3	-1	/	1	-5	/
O=C(NC1CCC(CC2CCC(NC(=O)C(Cl)Cl)CC2)CC1)C(Cl)Cl (centres undefined)
    -4	-3	-2	8	3	-8	-10	-6	-3
CCn1c(=O)cc(O)c2c(=O)n(C)c(=O)n(C)c21
    -1	-5	-1	-5	1	1	-1	-4	0
O=C(O)c1ccc(S(=O)(=O)N(Cc2ccccc2)C2CCCCC2)cc1
    11	7	-1	15	-1	-1	-3	3	4
O=C(O)CCN1C(=O)c2ccc(NC(=O)Cc3ccc(Cl)cc3)cc2C1=O
    8	-3	0	-1	5	1	-1	-5	9
CCC(CC)C(=O)Nc1ccc(C)c(O)c1
    0	0	9	4	3	1	-1	4	-2
NCc1oc(-c2ccccc2)cc1C(=O)O
    1	-5	-3	4	2	13	-5	0	7
Cc1cc(N/N=C/c2ccco2)c2ccccc2n1
    3	-1	0	1	1	6	1	-5	2
COc1ccc(/C=N/OCC(=O)Nc2ccc3c(c2)OCO3)c(OC)c1
    0	-1	0	8	-4	-5	4	-1	3
Cc1nnc(N/N=C/c2cccc(OCc3ccc(Cl)c(Cl)c3)c2)n1N
    6	33*	3	7	46*	10	15	7	1
C=CCN(CC(=O)Nc1c(C)cccc1CC)C(=O)SCCC
    10	-1	-1	2	8	-1	6	-6	1
O=C(CC(=O)Nc1cccc(Cl)c1Cl)Nc1cccc(Cl)c1Cl
    3	-7	3	1	1	9	1	-6	6
COc1ccccc1CN1CCNC(=O)C1CC(=O)NCCOc1cccnc1 (centres undefined)
    3	2	-3	2	4	3	5	1	0
Cc1ccc(NC(=O)C2CCCN2C(=O)NC2CCCCC2)cc1C (centres undefined)
    10	-1	1	4	6	3	6	1	-1

Next section
Values run as follows: PAFAH1B3 FP inh	PAD4 inh	LYPLA1 inh	pPAFAH inh	GSTO1 counter	PAFAH2 inh	PME-1 inh	Fam108B counter	PAFAH1B2 inh
O=C(COc1ccccc1)N1N=C(c2cccnc2)CC1(O)C(F)(F)F (centres undefined)
    3	-1	-2	2	0	3	8	-1	4
COc1ccc(C(=O)COC(=O)COc2ccc(C)c(C)c2)cc1
    1	-3	-2	11	14	1	-9	4	1
COc1cc(C(=O)NCc2nnc(SCC(=O)NCCc3ccccc3)o2)cc(OC)c1OC
    1	0	-1	1	6	0	3	1	-4
COc1ccc(S(=O)(=O)N2CCCCC2C)cc1 (centres undefined)
    4	4	-5	-3	4	0	4	1	1
CC(CCc1ccccc1)NC(=O)c1ccccc1Cl (centres undefined)
    4	2	1	1	4	2	1	0	0
COc1ccc(CNC(=O)Nc2cccc(C)c2)cc1
    0	-6	-2	1	-19	-5	-2	2	-2
Cc1ccc(CC(=O)Nc2ccc(C(=O)N3CCCCC3)cc2)cc1
    5	-3	2	4	-8	1	2	-3	1
O=C(C1=C[C@@H](c2ccc(Br)cc2)C[C@@H](OCc2ccc(CO)cc2)O1)N1CCN(Cc2ccc3c(c2)OCO3)CC1
    10	6	-7	-5	9	-4	-11	0	-2
CCOc1cc(C(=O)OCC(=O)Nc2c(C)cccc2C)ccc1OCC(=O)N1CCOCC1
    2	4	2	13	6	50*	2	8	1
CC(=O)NCCC1CCCCN1Cc1nc(Cc2cccc(C(F)(F)F)c2)no1 (centres undefined)
    10	-1	-1	1	7	5	-2	-1	12
CCOC(=O)N1CCC(NC(=O)Cn2nc(-c3ccccc3)ccc2=O)CC1
    5	-3	0	-6	12	10	-6	0	-1
Cc1ccc(-c2nc(-c3ccccc3)no2)cc1
    6	-2	4	7	-2	-1	0	4	5
O=C(CCc1ccccc1)Nc1ccc(F)cc1F
    3	-8	-3	5	-4	1	2	0	2
O=C(NN=C1CCCCCCC1)c1ccc(F)cc1
    7	-2	-1	1	-2	5	-1	1	4
O=C1N(c2ccccc2)C(=Nc2ccccc2)SC12CC2
    13	1	1	1	-6	-2	-2	1	5
O=C(Nc1ccc2oc(-c3ccccc3F)nc2c1)c1ccc2c(c1)OCCO2
    -4	1	-11	5	-12	-13	-23	-14	-7
COCCNc1oc(-c2ccc(F)cc2)nc1C#N
    4	0	6	4	2	-2	2	1	1
COc1ccccc1S(=O)(=O)CC(O)COc1ccc(C#N)cc1 (centres undefined)
    10	4	-4	-3	3	0	1	-1	4
Cc1csc(SC(C)C(=O)NC2CCCCC2C)n1 (centres undefined)
    11	-4	2	2	-1	1	-2	0	5
Cc1cc(NC(=O)CCC(=O)N(Cc2ccccc2)C2(C(=O)NC3CCCCC3)CCCC2)no1
    4	1	0	1	-2	0	8	1	5

Additional entries.
Values run as follows: PAFAH1B3 FP inh	PAD4 inh	LYPLA1 inh	pPAFAH inh	GSTO1 counter	PAFAH2 inh	PME-1 inh	Fam108B counter	PAFAH1B2 inh
CCOC(=O)c1ccc(Oc2nc(OC)nc(N(C)C)n2)cc1
    -2	-4	2	-4	-1	-7	0	1	-3
C(=N\N(c1ccccc1)c1ccccc1)/c1ccc2c(c1)OCO2
    5	0	-5	8	-2	-4	-1	-2	4
COc1ccc(-c2nc(CN3CCN(c4ncnc5ccccc45)CC3)c(C)o2)c(OC)c1
    -2	-3	3	3	-1	3	5	1	0
CCOC(=O)N1CCC(N2C(=O)c3ccccc3C2Nc2cccnc2)CC1 (centres undefined)
    -4	-1	0	2	5	-6	9	4	4
CCc1ccc(C(C(=O)NCc2ccc(OC)cc2)N(CCOC)C(=O)Cc2cccs2)cc1 (centres undefined)
    -1	-2	-1	2	-3	-3	2	2	-3
CCOC(=O)C1=CN(Cc2cccc(F)c2)S(=O)(=O)NC1c1cccc(OC)c1 (centres undefined)
    1	-3	/	19	/	4	/	/	4
Oc1csc(Cc2nc(-c3ccc(-c4ccccc4)cc3)cs2)n1
    8	-1	-1	15	-1	10	-3	8	4
CSc1nnc(C2CCCN2)n1C (centres undefined)
    -2	0	-1	-3	6	1	-8	0	5
NC(=S)Nc1cccc(F)c1
    -4	-5	-3	-4	4	5	7	-1	2
CC(=O)N/C(=C/c1ccc(Cl)cc1)C(=O)NCCc1c[nH]c2ccccc12
    6	-2	5	9	7	3	1	1	4
CCc1nonc1NC(=O)c1oc2c(C)c(C)ccc2c1C
    1	-3	-1	3	-7	1	-11	-3	1
COc1cc2c(cc1OC)C(C)N(C(=O)c1nccnc1C(=O)O)CC2 (centres undefined)
    10	-2	-2	3	-3	12	3	-2	4
Cc1cc(C(=O)COC(=O)c2cccnc2Cl)c(C)n1C
    4	3	/	4	/	5	/	/	1
O=C(COC(=O)Cc1ccc(S(=O)(=O)N2CCOCC2)s1)NCc1ccccc1
    -1	-3	0	19	-1	-3	-8	-5	2
C=CCOC(=O)CCCC(=O)NC1CCCCC1
    5	-3	0	0	-4	2	-2	-3	4
Cc1oc(-c2cccs2)nc1CN1CCC(C(=O)N2CCCC2)CC1
    1	-4	4	-2	-2	6	-1	3	4
CC(C(=O)NC1CCCC1)N(C(=O)c1snc(C(N)=O)c1N)c1ccc2c(c1)OCCO2 (centres undefined)
    4	-1	-1	4	-5	-1	2	4	1
O=C(Oc1cccc(/C=N/Nc2nc(N3CCOCC3)nc(N3CCOCC3)n2)c1)c1ccco1
    4	-3	1	-3	0	3	-10	1	5
Cc1ccc(NC(=O)c2ccccc2-c2ccc(C(F)(F)F)cc2)cc1S(=O)(=O)N1CCOCC1
    8	1	-6	-3	-2	-7	-12	-5	-1
CC(C)(C)OC(=O)N1CCC(C(=O)N[C@@H](Cc2ccccc2)C(=O)O)CC1
    8	-2	6	-5	-2	-5	5	-1	1

Additional results:
Values run as follows: PAFAH1B3 FP inh	PAD4 inh	LYPLA1 inh	pPAFAH inh	GSTO1 counter	PAFAH2 inh	PME-1 inh	Fam108B counter	PAFAH1B2 inh
Cc1cccc(C)c1NC(=S)Nc1ccc(Cl)c(Cl)c1
    -1	-3	-3	3	-3	4	-1	5	2
O=C(Nc1ccc(F)cc1)c1cc(Cl)sc1Cl
    5	-3	-3	1	-7	2	2	1	-3
CN(C)/C=N/S(=O)(=O)c1cccn1-c1ncc(C(F)(F)F)cc1Cl
    6	1	-2	-2	0	5	-2	0	-4
Cn1c(=O)cc(OCC(=O)Nc2ccccn2)c2ccccc21
    0	2	-3	1	-1	0	-3	-2	1
O=c1c2ccccc2nc(SCc2ccncc2)n1CC1CCCO1 (centres undefined)
    6	-5	1	9	11	-3	7	3	3
Cc1cc(Br)ccc1SCC(=O)OCC(=O)Nc1ccc2[nH]c(=O)[nH]c2c1
    -2	-8	-3	10	/	-1	3	/	11
CCN1CCN(C(=O)c2cccc(OC3CCN(S(C)(=O)=O)CC3)c2)[C@@H](C)C1=O
    2	0	1	0	-1	-2	-3	-2	1
Cc1nc(SCC(=O)c2cccc([N+](=O)[O-])c2)n[nH]1
    -4	-1	2	2	-7	4	-3	-3	0
COc1cc(OC)cc(C(=O)NCC(=O)N2CCCCCCC2)c1
    4	-6	-3	-6	/	3	-8	/	8
CCOc1ccc(-n2c(SCC(=O)NCc3ccco3)nc3c(c2=O)SCC3)cc1
    -2	-1	-1	0	-1	3	3	0	3
Cc1onc(-c2ccccc2)c1CNC(=O)Nc1ccc(F)cc1F
    6	-1	-1	4	-1	-3	1	-3	4
NS(=O)(=O)c1ccc(NC(=O)c2cccc(Cl)c2)cc1
    2	3	1	3	-1	5	-2	0	1
O=C(O)c1cccc(Nc2ncnc3c2cnn3-c2ccccc2)c1
    3	5	-2	-2	-12	0	-4	0	5
O=C(COC(=O)c1ccccc1Nc1ccccc1)c1ccccc1
    16	-4	-4	-1	-2	6	-12	-5	4
Fc1ccc(OCCCCN2CCOCC2)cc1
    3	0	-1	2	9	2	4	-2	5
COc1cc(OC)cc(C(=O)N/N=C/c2ccc(OC)c(COc3ccc(F)cc3)c2)c1
    -43	-4	-27	-21	-33	-36	-49	-34	-23
CC(=O)Nc1ccc(S(=O)(=O)N2CCN=C2SCc2ccccc2C)cc1
    5	2	-7	2	-1	0	7	-2	-4
COc1ccc(S(=O)(=O)NCCS(=O)(=O)N2CCN(c3ccccc3)CC2)cc1
    -4	-7	-1	-2	3	-6	-1	3	12
CCN1CCN(C(c2cccs2)C(C)NC(=O)C(=O)N2CCCCC2)CC1 (centres undefined)
    1	0	-4	2	1	-1	0	0	-1
O=C(CNC(=O)c1ccccc1F)NCCc1ccc(Cl)cc1
    8	-4	-1	1	11	-6	-4	2	0
